KCNQ1 pot: potentiators or activators of KCNQ1 channel, primary screen, cell-based, thallium flux, high-throughput. hit rate 0.35% among 310,000. Potassium voltage-gated channel subfamily KQT member 1 (Homo sapiens), P51787. B-score at 10 µM. CHO-K1 KCNQ1, thallium flux FluxOR fluorescence; active compounds read high;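 active = fluorescence ratio B-score, a plate-corrected score, at least three library SD, with initial intensity B-score within 5 SD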
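System: CHO-K1 cells stably expressing KCNQ1 / Medium: assay buffer for compound exposure, DMSO matched across wells / Reagent: thallium- and potassium-containing depolarizing buffer / Compound: one concentration, matched DMSO / Incubation: 20 min compound pretreatment at room temperature / Measured by: kinetic FluxOR fluorescence, 10 s baseline plus 110 s post-stimulus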
RGS4 act: RGS4 potentiators or activators, primary screen, cell-based, HEK293 M3R inducible RGS4, calcium flux; hit rate 0.92% among 310,000; B-score at 10 µM; carbachol calcium flux Fluo4; active compounds read low;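 active = B-score of the integrated calcium signal more than 4 SD below the library mean, with starting fluorescence not abnormally high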;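 note: negative B-score means reduced calcium response which marks RGS4 activation or potentiation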
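Material: Inducible-RGS4 HEK293 cells carrying M3 receptor; also added: carbachol at ECmax as muscarinic agonist stimulus; incubation: compound preincubation 20 min at room temperature before agonist; signal: Fluo4-AM (2 µM) calcium-flux fluorescence, kinetic read; measure: integrated calcium ratio converted to B score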
HDAC3 inhib: HDAC3 deacetylase inhibitors, primary screen, biochemical, fluorescence, cell-free homogeneous | Histone deacetylase 3 (Homo sapiens), O15379 | hit rate 0.15% among 320,000 | recombinant HDAC3, fluorogenic peptide/trypsin coupled | inhibition, % at 8.3 µM | AID 2718, 2010; in the data active = inhibition above about 26%, passing the limit was not always enough
Target sequence (O15379 whole entry, looked up): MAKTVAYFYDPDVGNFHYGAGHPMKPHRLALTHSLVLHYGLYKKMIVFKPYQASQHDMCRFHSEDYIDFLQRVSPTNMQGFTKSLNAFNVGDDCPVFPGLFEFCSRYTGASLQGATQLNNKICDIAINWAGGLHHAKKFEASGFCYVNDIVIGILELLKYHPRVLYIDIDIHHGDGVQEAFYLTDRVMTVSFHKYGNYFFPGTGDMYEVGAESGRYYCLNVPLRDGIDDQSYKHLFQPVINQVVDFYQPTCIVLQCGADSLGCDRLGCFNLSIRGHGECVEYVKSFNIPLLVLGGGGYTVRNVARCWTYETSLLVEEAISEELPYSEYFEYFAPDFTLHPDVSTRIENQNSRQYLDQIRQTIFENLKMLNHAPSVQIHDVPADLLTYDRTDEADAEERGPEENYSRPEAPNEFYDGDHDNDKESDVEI
hERG protect: hERG rescue from dofetilide block, primary screen, cell-based, CHO-hERG, FluxOR thallium flux, dofetilide IC70; dofetilide IC70 present; hit rate 0.51% among 310,000; Voltage-gated inwardly rectifying potassium channel KCNH2 (Homo sapiens), Q12809; activation (rescue from dofetilide block), less the hit threshold, % at 10 µM; AID 1511, 2009;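 active = activation above the mean of controls blocked by dofetilide plus 5 SD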;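 note: thallium influx through hERG after potassium depolarization seen as dye fluorescence rise; in these data hits start at about 4.7%; inactives centre near -7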
ANO1 block: TMEM16A chloride channel inhibitors, primary screen, cell-based, HTS; hit rate 1.2% among 310,000; normalized B-score (activity score, 25-100; higher = stronger inhibition) at 10 µM; Anoctamin-1 (Mus musculus), Q8BHY3; AID 588511, 2011; HEK293 TMEM16A/YFP iodide influx fluorescence, ionomycin;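 active = ratio plate-corrected score three or more library SD toward inhibition, starting fluorescence score within five deviations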;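 note: score derived from kinetic fluorescence span divided by baseline fluorescence per well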
KCNK3 inh: human KCNK3 channel inhibitors, primary screen, CHO cells, FluxOR thallium flux, B-score | B-score at 10 µM | Potassium channel subfamily K member 3 (Homo sapiens), O14649 | AID 602410, 2012 | hit rate 0.84% among 340,000 | FluxOR fluorescence; active compounds read low;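 active = B-score under library mean minus 4 SD, starting fluorescence ratio at most library mean plus 5 SD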;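 note: more negative B-score means stronger inhibition of thallium flux through KCNK3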
KCNK9 block: KCNK9 potassium channel inhibitors, primary screen, HEK293 cells, thallium flux; FluxOR thallium flux fluorescence; active compounds read low; Potassium channel subfamily K member 9 (Homo sapiens), Q9NPC2; hit rate 1.2% among 310,000; B-score at 10 µM;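 active = ratio B-score over 3 SD below the library mean, with starting fluorescence within 5 SD of its mean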;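 note: negative B-score means less thallium flux so channel inhibition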
Target sequence (Q9NPC2 whole entry, looked up): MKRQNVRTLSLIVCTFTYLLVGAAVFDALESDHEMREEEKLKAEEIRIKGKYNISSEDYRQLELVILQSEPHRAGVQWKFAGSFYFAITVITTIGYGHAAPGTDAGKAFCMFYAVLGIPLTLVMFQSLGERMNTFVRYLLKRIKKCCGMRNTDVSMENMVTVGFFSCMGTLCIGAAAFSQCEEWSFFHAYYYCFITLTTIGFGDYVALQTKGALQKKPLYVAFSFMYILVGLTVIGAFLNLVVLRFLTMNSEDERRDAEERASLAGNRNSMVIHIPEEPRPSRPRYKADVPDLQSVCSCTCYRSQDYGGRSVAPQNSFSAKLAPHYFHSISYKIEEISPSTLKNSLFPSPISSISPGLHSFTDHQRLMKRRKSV
ANO1 activ: TMEM16A chloride channel activators or potentiators, primary screen, cell-based, HTS; Anoctamin-1 (Mus musculus), Q8BHY3; HEK293 TMEM16A/YFP-H148Q/I152L, iodide quench fluorescence; active compounds read low; B-score at 10 µM; hit rate 0.3% among 340,000; AID 623877, 2012;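 active = fluorescence-ratio B-score plate-corrected deviation score at least 3 library SD below zero, with starting fluorescence score within 5 deviations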;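 note: channel opened by trigger with iodide after compound preincubation; score built on the fluorescence ratio of max minus min over baseline; more negative score means more quench and so TMEM16A activation or potentiation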
SKKanGAS inh: S. pyogenes SKKanGAS growth inhibitors in kanamycin, primary screen, streptokinase expression inhibitor project, SKKanGAS strain, BacTiter-Glo luminescence; 6 h; inhibition, % at 7.5 µM; hit rate 1.3% among 300,000;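 active = mean replicate score, as percent of positive control median, at least 50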;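 note: strain carries kanamycin resistance gene driven by streptokinase promoter and grows in 40 µg/ml kanamycin; loss of luminescence reflects streptokinase promoter inhibition or plain growth inhibition; 0% = median of DMSO wells and 100% = positive control at its reference dose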
KCNQ1 inh: inhibitors of human KCNQ1 channel, primary screen, cell-based, thallium flux, high-throughput; Potassium voltage-gated channel subfamily KQT member 1 (Homo sapiens), P51787; CHO-K1 KCNQ1, FluxOR thallium flux fluorescence; active compounds read high; B-score at 10 µM; hit rate 1.3% among 310,000; AID 2642, 2010;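 active = compounds whose thallium flux B-score, printed positive for inhibition, exceeds three library SD while starting fluorescence stays within three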;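 note: channel opened by potassium depolarization with thallium stimulus after 20 min compound exposure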
RGS4 block: RGS4 inhibitors, primary screen, cell-based, HEK293 M3R inducible RGS4, calcium flux. B-score at 10 µM. hit rate 0.45% among 310,000. Fluo-4 calcium flux; active compounds read high; triggered by carbachol at its EC20. AID 463165, 2010. Regulator of G-protein signaling 4 (Homo sapiens), P49798;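 active = B-score, a plate-corrected calcium signal, over three deviations above library mean, with baseline fluorescence within five deviations of library mean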;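 note: RGS4 expression induced by doxycycline in cells with stable M3 receptor; B-score is computed from the integrated fluorescence ratio over baseline after carbachol; higher B-score means a larger calcium signal and so more RGS4 inhibition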
Target sequence (P49798 whole entry, looked up): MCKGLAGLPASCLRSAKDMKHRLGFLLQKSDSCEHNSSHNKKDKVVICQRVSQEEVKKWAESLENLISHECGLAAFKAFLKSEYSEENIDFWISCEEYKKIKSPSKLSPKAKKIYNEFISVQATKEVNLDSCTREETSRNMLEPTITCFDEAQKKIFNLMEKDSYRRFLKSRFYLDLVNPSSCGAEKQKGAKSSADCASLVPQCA
Numbers without * were called inactive; i = inactive; nt = not tested or not shown; & = joins results of further samples.

molecule	KCNQ1 pot	RGS4 act	HDAC3 inhib	hERG protect	ANO1 block	KCNK3 inh	KCNK9 block	ANO1 activ	SKKanGAS inh	KCNQ1 inh	RGS4 block
CCS(=O)(=O)N1CCN(C(=O)c2cc(OC)cc(OC)c2)CC1	i	i	9	2	i	i	i	i	-15	i	i
CCc1nnc(NC(=O)Cc2ccc(OCc3c(C)noc3C)cc2)s1	i	i	7	-7	i	i	i	i	6	i	i
O=C(CC12CC3CC(CC(Br)(C3)C1)C2)NC1CCCC1	i	i	3	-13	i	i	i	i	0	i	i
CC(=O)N1c2c(cc(Br)cc2S(=O)(=O)N2CCN(c3ccccn3)CC2)CC1C (stereo not given)	i	i	-3	-14	i	i	i	i	4	i	i
Cc1c(Cl)cccc1NC(=O)CSc1nnc(C)n1-c1ccccc1	i	i	16	-1	i	i	i	i	1	i	i
O=C(O)c1cc(S(=O)(=O)NCC2CCCO2)ccc1Cl (stereo not given)	i	i	-1	-9	i	i	i	i	-5	i	i
CN(Cc1ccco1)C(=O)Cn1nc(-c2ccc(Cl)cc2)ccc1=O	i	i	-4	-13	i	i	i	i	-7	i	i
CN1CCN(C2=NC(=O)/C(=C/c3cn[nH]c3-c3ccccc3)S2)CC1	i	i	0	-10	i	i	i	i	-11	i	i
CCN(CC)CCNCc1cc(Cl)c(OCC(=O)Nc2ccccc2)c(OC)c1	i	i	5	-3	i	i	i	i	-4	i	i
CCCN(S(=O)(=O)c1ccccc1F)S(=O)(=O)c1ccccc1Br	i	i	4	-6	i	i	i	i	5	i	i
O=C(N=c1ccn(-c2nc3ccccc3nc2NS(=O)(=O)c2ccc(Cl)cc2)cc1)c1ccccc1Cl	i	i	6	-12	i	nt	i	nt	40	i	i
O=[N+]([O-])c1cc(S(=O)(=O)Nc2cccc(Cl)c2)ccc1N=Nc1c(O)[nH]c2ccccc12	i	i	-12	-4	i	i	i	i	60*	i	i
CCOC(=O)c1ccc(NC(=O)COC)cc1	i	i	nt	-7	i	i	i	i	2	i	i
Cc1cccc(NC(=S)NCc2ccco2)c1C	i	i	-5	-5	i	i	i	i	2	i	i
O=c1c2c3c(sc2n(CCN2CCOCC2)c(=O)n1Cc1ccco1)CCCCC3	i	i	-5	-8	i	i	i	i	-4	i	i
COc1ccc(CN(C(=O)c2ccccc2Br)C2CCS(=O)(=O)C2)cc1 (stereo not given)	i	i	4	-6	i	i	i	i	-3	i	i
Cc1nc2c3cc(Cl)ccc3n(CCN3CCCCC3)c2s1	i	i	4	-12	i	i	i	i	-3	i	i
COc1ccc(C(=O)NCC(=O)OCC(=O)N2CCN(S(=O)(=O)c3ccccc3)CC2)cc1	i	i	-1	-7	i	i	i	i	5	i	i
Cc1ccc(OC(=O)c2cccc(S(=O)(=O)N3CCN(C)CC3)c2)c(Br)c1	i	i	-20	-10	i	i	i	i	-3	i	i
O=C(NCc1ccccc1)C1CCCN(c2ncnc3c2nc2n3CCCCC2)C1 (stereo not given)	i	i	0	-8	i	i	i	i	-14	i	i
CC1CC(C)(C)NC(=S)N1CCCC(=O)Nc1ccc(Br)cc1 (stereo not given)	i	i	-1	-11	i	i	i	i	-5	i	i
CCOc1ccc(/C=N/NC(=O)Nc2ccccc2)cc1	i	i	0	-11	i	i	i	i	0	i	i
CCOC(=O)N1CCN(CCC(=O)Nc2cccc(Br)c2)CC1	i	i	-1&-7	-5&-8	i	i	i	i	-2&-3	i	i
Cc1cccc(C)c1N=Nc1c(C)cc(O)cc1C	i	i	13	-10	i	i	i	i	23	i	i
O=C(/C=N/O)Nc1ccc2sc3ccccc3c2c1	i	i	0	-7	i	i	i	i	-24	i	i
COc1cc(C)c(Cl)c(C)c1S(=O)(=O)NC1CC(C)(C)NC(C)(C)C1	i	i	nt	-9	i	i	i	i	-1	i	i
CC(/C=N/n1c(-c2ccc(Cl)cc2)n[nH]c1=S)=C\c1ccco1	9*	i	7	3	i	i	i	i	6	i	i
O=C(O)c1ccc(Cl)c(S(=O)(=O)NCC2CCCO2)c1 (stereo not given)	i	i	2	-9	i	i	i	i	-2	i	i
CC(=O)C1=C(O)C(=O)N(c2ccc(Br)cn2)C1c1ccc(F)cc1 (stereo not given)	i	i	0	-2	i	i	i	i	nt	i	i
CC(=O)NC(C)(CC(=O)c1ccccc1)c1ccccc1 (stereo not given)	i	i	2	-4	i	i	i	i	-3	i	i
CSc1nc2cc(Cl)ccc2s1	i	i	-7	-7	i	i	i	i	-4	i	i
O=C(Nc1ccc2c(c1)OCO2)c1ccc2nc[nH]c2c1	i	i	1	-6	i	i	i	i	1	i	i
CCNC(=S)N1CCc2cc(OC)c(OC)cc2C1COc1ccc(F)cc1 (stereo not given)	i	i	4	-10	i	-8.7*	i	i	3	i	i
COc1cccc(/C=N/NC(=O)c2cc3cc([N+](=O)[O-])ccc3s2)c1O	i	i	2	-2	i	i	i	i	21	i	i
O=C(CN1CCN(Cc2ccccc2)CC1)Nc1ccccc1-c1ccccc1	i	i	1	-10	i	i	i	i	-3	i	i
O=C(Oc1ccc(Cl)cc1)c1ccc2nccnc2c1	i	i	4	-5	i	i	i	i	6	i	i
COc1cc(S(=O)(=O)NCCOC23CC4CC(CC(C4)C2)C3)c(OC)cc1Cl	i	i	1	-6	i	i	i	i	2	i	i
Cc1nc2ccccc2cc1C(=O)N/N=C/c1cccc([N+](=O)[O-])c1	i	i	1	-3	i	i	i	i	-4	i	i
O=C(c1ccccc1F)N1CCC(N2CCCCCC2)CC1	i	i	-2	-12	i	i	i	i	-2	i	i
CC(=O)N1CCN(c2ccc(NC(=S)NC(=O)c3ccccc3)cc2)CC1	i	i	1	-2	i	i	i	i	2	i	i
O=C(NCCN1CCN(c2ccccc2)CC1)Nc1ccccc1Cl	i	i	4	-9	i	i	i	i	-3	i	i
C=CCNC(=S)Nc1nc2c(cc1C(=O)OCC)CCCC2	i	i	-6	-3	i	i	i	i	-8	i	i
COc1ccc(C(=O)Nc2ccc3[nH]ncc3c2)cc1	i	i	0	-11	i	i	i	i	-4	i	i
COc1ccc(S(=O)(=O)N(CC(=O)NCC2CCCO2)c2ccc(Cl)cc2)cc1 (stereo not given)	i	i	0	-7	i	i	i	i	-3	i	i
O=C(CSc1nc2[nH]ncc2c(=O)[nH]1)Nc1nccs1	i	i	0	-7	i	nt	i	nt	-8	i	i
COc1ccc(N=C2S/C(=C\c3ccc(C)o3)C(=O)N2CC(C)C)cc1	i	i	7	-11	i	i	i	i	5	i	i
C=CCOC(=O)C1=C(C)NC(=O)NC1c1ccc(O)cc1 (stereo not given)	i	i	0	-3	i	i	i	i	-1	i	i
Cc1cccc(C)c1NC(=O)NC1(C(=O)N2CCCCC2)CCCCC1	i	i	-9	-9	i	i	i	i	-5	i	i
Cn1c(N2CCOCC2)c(/C=N/O)c2ccccc21	i	i	1	-7	i	i	i	i	3	i	i
Cc1oc(C(C)(C)C)cc1C(=O)Nc1cccc(C(=O)O)c1	i	i	-6	1	i	i	i	i	0	i	i
O=C(O)c1cc(S(=O)(=O)Nc2ccc(OCc3ccccc3)cc2)ccc1Br	i	i	3	-4	i	i	i	i	5	i	i
N#CC1(NC(=O)COC(=O)c2ncc(Cl)c(Cl)c2Cl)CCCCC1	i	i	-2	-18	i	i	i	i	-8	i	i
O=C(NCCc1ccccn1)c1cccc(S(=O)(=O)N2CCCCCC2)c1	i	i	-4	-4	i	i	i	i	-2	i	i
Cc1ccc(-n2c(-c3ccc(Cl)cc3Cl)n[nH]c2=S)cc1	i	i	4	-9	i	i	i	i	1	i	i
NS(=O)(=O)c1ccc(NC(=O)c2cc(-c3cccs3)nc3ccccc23)cc1	i	i	-1	-1	i	i	i	i	-6	i	i
COc1ccc(CCNCC(C)c2ccccc2)cc1 (stereo not given)	i	i	-6	-7	i	i	i	i	1	i	i
CN(CC(=O)Nc1ccc(F)cc1Cl)Cc1cccs1	i	i	-5	-5	i	-9.5*	i	i	4	i	i
O=C(Nc1nnc(-c2ccc(Cl)cc2)o1)c1ccc(N2C(=O)CCC2=O)cc1	i	i	-11	-4	i	i	i	i	24	i	i
COc1ccccc1Nc1nc(N)nc(CSC(=S)N2CCCCC2)n1	i	i	-1	-7	i	i	i	i	12	i	i
Cc1ccc(NC(=O)CSc2n[nH]c(-c3ccncc3)n2)cc1	i	i	-2	-4	i	i	i	i	3	i	i
CCCn1c(=O)[nH]c(=O)c2c1nc(-c1ccc(C#N)cc1)n2CCOC	i	i	-159	-6	i	i	i	i	3	i	i
COc1cc(NC(=O)c2ccccc2F)ccc1NC(=O)c1cc2ccccc2o1	i	i	-10	-7	i	i	i	i	2	i	i
O=C(/C=C/c1ccccc1)Nc1scc(-c2ccccc2)c1C(=O)O	i	i	nt	-14	nt	i	i	i	15	i	i
